Source: PubChem BioAssay (several laboratories)
M1 ag – M1 muscarinic receptor agonism | B-score at 10 µM | CHO-M1 cells, Fluo-4 calcium fluorescence, agonist mode; stronger effect = higher value | 3% of 64,000 active;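 active = fluorescence rise, raw or as B-score row- and column-corrected plate score, outside the 99.7% band of its plate's samples, either direction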
tolC growth inh – growth inhibitors of E. coli BW25113 tolC mutant. OD615. growth inhibition, % at 10 µM (by protocol). 2.2% of 65,000 active;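 active = growth inhibition at or above a cutoff equal to the mean over every tested compound plus 3 SD, cut at about 60% in these data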;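 also: growth measured after 20 h incubation at 37 °C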
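Test system: tolC-deleted E. coli BW25113; medium: LB with kanamycin 50 µg/mL; compound: single-point testing at 10 µM; incubation: 20 h compound exposure of bacteria at 37 °C; signal: OD at 615 nm; evaluation: growth inhibition in percent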
TNAP act DEA – activates human TNAP at intermediate phosphate acceptor concentration. AID 813. 64,000 tested, under 10 active. activation factor at 20 µM. P05186. purified TNAP, CDP-star luminescence, 100 mM DEA, 30 min; stronger effect = higher value; scale: 0 levamisole-inhibited, 1 vehicle-only enzyme;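 active = activation factor of at least 2 at 20 µM, relative to controls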
Target sequence (P05186 whole entry, looked up): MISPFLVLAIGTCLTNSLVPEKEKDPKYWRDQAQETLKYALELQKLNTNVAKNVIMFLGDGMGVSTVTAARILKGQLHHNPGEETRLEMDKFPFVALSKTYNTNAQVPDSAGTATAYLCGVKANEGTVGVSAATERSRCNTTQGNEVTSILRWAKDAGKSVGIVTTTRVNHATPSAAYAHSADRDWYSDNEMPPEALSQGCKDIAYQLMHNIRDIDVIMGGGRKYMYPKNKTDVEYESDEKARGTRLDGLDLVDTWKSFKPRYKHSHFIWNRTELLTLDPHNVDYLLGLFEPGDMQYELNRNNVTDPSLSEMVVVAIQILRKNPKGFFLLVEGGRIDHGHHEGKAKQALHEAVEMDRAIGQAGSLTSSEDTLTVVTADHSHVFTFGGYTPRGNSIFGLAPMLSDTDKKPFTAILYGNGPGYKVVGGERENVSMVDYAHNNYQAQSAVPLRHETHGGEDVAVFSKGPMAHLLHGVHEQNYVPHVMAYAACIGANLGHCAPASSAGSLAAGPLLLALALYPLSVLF
SF-1 act – activates the human nuclear receptor SF-1; 1.9% of 65,000 active; AID 522; activation, % at 10 µM; CHO-K1 Gal4-SF-1 LBD luciferase reporter; % increase over DMSO SF-1-specific signal; Q13285;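 active = activation above the mean activation of all tested compounds plus 3 SD, cut at about 50% in these data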
Target sequence (Q13285 whole entry, looked up, the tested form may be a part): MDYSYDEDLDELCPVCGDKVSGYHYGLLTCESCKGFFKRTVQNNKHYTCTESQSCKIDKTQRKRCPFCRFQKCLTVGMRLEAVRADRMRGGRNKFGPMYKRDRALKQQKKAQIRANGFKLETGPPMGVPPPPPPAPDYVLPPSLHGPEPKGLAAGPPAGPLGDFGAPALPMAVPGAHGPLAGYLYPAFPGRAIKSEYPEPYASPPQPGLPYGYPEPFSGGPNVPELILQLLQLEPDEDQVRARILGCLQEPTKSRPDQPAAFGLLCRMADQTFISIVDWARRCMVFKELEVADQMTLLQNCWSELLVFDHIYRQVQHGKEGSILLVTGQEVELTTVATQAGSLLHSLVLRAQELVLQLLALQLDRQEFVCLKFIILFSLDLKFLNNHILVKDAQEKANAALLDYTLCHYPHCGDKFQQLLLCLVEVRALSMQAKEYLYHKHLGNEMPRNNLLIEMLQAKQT
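Material: Gal4–SF-1 LBD one-hybrid luciferase reporter in CHO-K1 cells | Amount: 4,000 cells per well | Compound dosing: 10 µM single point, 1% DMSO | Schedule: 20 h compound treatment, 37 °C | Measured by: SteadyLite luciferase luminescence | Evaluation: Percent activation versus DMSO | Control set: DMSO-treated SF-1-transfected cells as negative, DMSO-treated mock-transfected cells lacking SF-1 as background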
NADH coupling – inhibitors of enzymes used to reach an NAD/NADH endpoint. 0.02% of 65,000 active. AID 774. IC50, µM (titrated, usually from 10 µM), for the others: at the highest dose inhibition. coupled PK/LDH NADH assays, four targets;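 active = single-dose screening hits from any of four coupled enzyme assays that gave an IC50 when retested across doses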;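 also: the DPM-DC format reads NADH fluorescence rather than 340 nm absorbance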
Autofluor 339 – intrinsic fluorescence of library compounds, ex339/em460 – biochemical, MLSMR library, data from DPM-DC assay, artefact control, profiling panel; AID 709; fluorescence fold increase at 10 µM; 5.5% of 65,000 active; compound autofluorescence, ex339/em460 nm, NADH buffer; stronger effect = higher value; 1 = no-compound wells, NADH background;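 active = at 10 µM, mean starting fluorescence two-fold or more over control wells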;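 also: signal is the first read of a kinetic run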
RORa activator – RORA (human) activation; P35398; CHO-K1 Gal4-RORA LBD luciferase reporter, luminescence; percent increase over mock-subtracted basal signal; activation, % at 10 µM; 1.5% of 65,000 active; AID 560;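 active = activation above the mean of all tested compounds plus 3 SD, cut at about 49% in these data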;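 also: 0% = DMSO-treated RORA cells and 100% = added signal equal to DMSO minus mock-transfected cells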
M1 antagonist – antagonists of rat M1 muscarinic receptor; P08482; CHO-M1 cells, Fluo-4 calcium, ACh EC80 antagonist mode; stronger effect = lower value; B-score at 10 µM; 3.4% of 64,000 active; AID 628;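 active = calcium fluorescence response, raw or row-and-column corrected B-score, differing from the plate sample mean either way at a set confidence level, mostly lower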
E coli RNAP – Escherichia coli RNA polymerase inhibition; P0A8V2; E. coli RNA polymerase, fluorescence transcription assay; inhibition, %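 (tested at 10 µM)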; 0.2% of 62,000 active; AID 559; in the data active = inhibition above about 20%;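 also: 0% = enzyme without compound and 100% = no enzyme blank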
Starred values were filed as active, the others as inactive; x = not tested or not shown. Compounds as they come; 15% or so of the library scored in one or more.

entry	molecule	tolC growth inh	E coli RNAP	M1 ag	SF-1 act	RORa activator	NADH coupling	M1 antagonist	Autofluor 339	TNAP act DEA
1	O=C(Cn1ncc2c1-c1ccccc1OC2)N(Cc1ccco1)C1CCCCC1	38	5	-0.0069	-5	-2	4%	0.4	0.98	1
2	O=C1CN(C(=O)c2ccc(Br)o2)C(c2ccccc2)c2cc(Br)ccc2N1 (stereo not drawn)	20	9	2.4	-10	-24	11%	0.13	0.69	0.9
3	CCC(=O)N1CCN(CCN=CC2=C(O)CC(c3cccs3)CC2=O)CC1 (stereo not drawn)	-5	2	-0.075	3	-16	4%	-0.19	1.1	0.9
4	CC(=O)N1c2ccccc2NC2=C(C(=O)CCC2)C1c1ccc(F)cc1 (stereo not drawn)	2	6	-0.15	-5	4	10%	0.037	1.1	1
5	O=C(NCCN1CCCCC1)Nc1ccc(F)c(Cl)c1	-2	6	0.23	-6	-4	3%	-2.8*	1.1	0.9
6	NC(=O)C1CCN(c2nc(C3CC3)nc3c2nnn3Cc2ccccc2)CC1	33	-8	-0.44	10	-7	7%	-0.26	1.1	0.9
7	CCOC(=O)c1[nH]c2ccccc2c1NC(=O)CCN1CCN(C(=O)OCC)CC1	8	10	-0.27	-12	-4	2%	0.79	1.2	0.9
8	CCN(CC)C(=O)CN1CCC(n2c(C)nc3cc(C(F)(F)F)ccc32)CC1	-13	12	0.1	-9	-14	6%	-0.42	1	0.9
9	Cc1cc(C)n2nc(SC(C)C(=O)NCc3ccco3)nc2n1 (stereo not drawn)	-13	8	-0.092	-5	-10	6%	0.39	1.1	0.9
10	O=C(CSc1nnc(-c2cccs2)n1Cc1ccco1)Nc1ccc2c(c1)OCO2	16	9	-1.1	11	-8	4%	-0.064	1.1	0.9
11	CCOC(=O)c1c(NC(=O)CN2CCCCC2)sc2c1CCN(C(=O)OCC)C2	96*	8	1	-10	-12	2%	-1	1.1	0.9
12	COc1ccccc1-n1c(N)c(C(N)=O)sc1=S	-3	-11	-0.081	-10	13	0%	-0.055	1.1	0.9
13	Cc1ccc(Nc2nnns2)cc1C	2	9	-0.3	1	3	2%	-0.23	1.1	0.8
14	Cc1ccc(N2C(=O)c3ccccc3C2(O)c2ncc[nH]2)cc1 (stereo not drawn)	0	-4	0.028	6	13	0%	0.58	1.1	1
15	CC1CCCC(C)N1CC(O)COc1ccc(Cl)cc1 (stereo not drawn)	-11	2	-0.12	-6	-18	6%	-3.2*	0.99	0.9
16	CCCCC(=O)Nc1ccc(C(=O)NCc2ccncc2)cc1	-14	-7	19*	-4	8	4%	1.3	1.1	1
17	O=C(CN1CCN(S(=O)(=O)c2cc(Cl)ccc2Cl)CC1)Nc1ccc2c(c1)OCCO2	11	0	4.1*	-5	1	4%	0.58	1.2	0.9
18	COc1ccc(Cl)cc1C(=O)NCC(c1ccco1)N1CCCC1 (stereo not drawn)	-1	4	-0.15	-11	-11	4%	-4.6*	1.1	0.9
19	COc1cc(C2N(c3cc(C)on3)C(=O)C3CCCN32)cc(OC)c1OC (stereo not drawn)	-28	7	0.27	-5	-19	5%	-0.98	1.1	1
20	CCN(CC)CCCNC(=O)c1nn(-c2ccc(OC)cc2OC)c(=O)c2ccccc12	-5	2	1.1	13	-14	1%	0.0026	1	0.9

Ordered by the number under E coli RNAP (largest number first): five of the compounds above.
no.	SMILES	E coli RNAP	M1 ag	NADH coupling	M1 antagonist	Autofluor 339	TNAP act DEA
13	Cc1ccc(Nc2nnns2)cc1C	9	-0.3	2%	-0.23	1.1	0.8
11	CCOC(=O)c1c(NC(=O)CN2CCCCC2)sc2c1CCN(C(=O)OCC)C2	8	1	2%	-1	1.1	0.9
3	CCC(=O)N1CCN(CCN=CC2=C(O)CC(c3cccs3)CC2=O)CC1 (stereo not drawn)	2	-0.075	4%	-0.19	1.1	0.9
16	CCCCC(=O)Nc1ccc(C(=O)NCc2ccncc2)cc1	-7	19*	4%	1.3	1.1	1
6	NC(=O)C1CCN(c2nc(C3CC3)nc3c2nnn3Cc2ccccc2)CC1	-8	-0.44	7%	-0.26	1.1	0.9

The results go on.
entry	molecule	tolC growth inh	E coli RNAP	M1 ag	SF-1 act	RORa activator	NADH coupling	M1 antagonist	Autofluor 339	TNAP act DEA
21	CC(C)OC(=O)CSc1nnc(-c2cccnc2)n1Cc1ccccc1	-8	4	-0.11	2	12	2%	-0.012	1	1
22	Cc1ccc(NC(=O)CSc2nnc(C3CCCCC3)n2N)cc1F	5	1	0.2	-5	-13	7%	-1	1.1	1
23	CSCC[C@@H](C(=O)O)N1Cc2ccccc2C1=O	-4	-1	-0.13	-5	16	13%	0.36	1.1	0.9
24	COC(=O)c1ccccc1NC(=O)CSc1nccn1C	-13	6	-2.6	-15	1	2%	0.19	1.1	0.9
25	CCCC(=O)Nc1c2c(nn1-c1ccc(C)cc1C)CSC2	-23	3	0.12	10	-26	9%	0.18	1	0.9
26	O=S(=O)(Nc1ccccc1N1CCOCC1)c1ccc(Cl)s1	9	4	-0.041	6	-5	8%	-0.76	1.1	0.9
27	Cc1nc(NC2=NCN(Cc3ccco3)CN2)nc2ccccc12	x	6	-0.055	-11	20	9%	-2.9*	1.1	0.9
28	Cc1ccc(S(=O)(=O)Nc2cccc(-c3cn4ccsc4n3)c2)cc1	83*	9	-0.27	15	35	7%	-0.57	1.1	0.9
29	c1ccc(CN2CCN(c3nc(-c4ccccn4)nc4ccccc34)CC2)cc1	5	-12	0.071	-20	-44	0%	0.14	1.1	0.9
30	COC(=O)c1cc(NC(=O)c2nccnc2C(=O)O)cc(C(=O)OC)c1	-11	6	-0.32	5	10	1%	0.74	1.1	1
31	Cn1nnc2cc(NC(=O)N3CC4(C)CC3CC(C)(C)C4)ccc21 (stereo not drawn)	15	3	-0.24	-1	3	5%	-0.051	1.3	1
32	COC(=O)CSc1nc2ccc(NC(=O)CSc3nnnn3Cc3ccccc3)cc2s1	7	6	-0.016	3	0	13%	-0.55	0.77	0.9
33	O=C(Nc1ccc(NC(=O)C2CC2)nc1)c1ccco1	-7	5	-0.31	51*	20	0%	-1.9	1.1	1
34	CC(=O)Nc1ccc(NC(=O)Cn2cc3c(n2)CCC(C)C3)cc1 (stereo not drawn)	8	4	0.22	3	-9	2%	0.74	1.1	0.9
35	c1ccc(-c2nc(-n3ccnc3)nc(-n3ccnc3)n2)cc1	39	-5	7.9*	-18	-16	5%	-2.4	1.2	1
36	CCCCN1C(=O)/C(=C2\SC(N3CCCCC3)=NC2=O)c2ccccc21	29	x	0.23	36	60*	6%	0.97	1.1	0.8
37	O=C(Nc1ccccc1C(=O)N1CCN(Cc2ccccc2)CC1)c1ccccn1	10	4	0.043	-1	9	6%	0.38	1	0.9
38	O=C(CSc1nnc(-c2ccccc2O)o1)N1CCc2ccccc2C1	13	7	-1.7	-10	-4	2%	-0.99	1	0.9
39	O=C(Nc1ccc(Cc2ccc(NC(=O)C3CC3)c(O)c2)cc1O)C1CC1	11	0	-0.41	-5	-13	5%	-0.29	1.1	0.9
40	Cc1cc(C)nc(Nc2ccc(N3CCOCC3)cc2)n1	-3	9	-0.1	18	6	6%	0.18	1.1	1

Copied from the list.
Reading for entry 40 in Autofluor 339: 1.1
Reading for entry 32 in E coli RNAP: 6

New compounds follow.
entry	molecule	tolC growth inh	E coli RNAP	M1 ag	SF-1 act	RORa activator	NADH coupling	M1 antagonist	Autofluor 339	TNAP act DEA
41	O=C(O)c1ccccc1-c1nc2ccccc2c(=O)[nH]1	-13	0	0.92	-8	17	5%	0.27	1.1	1
42	COc1cccc2c1N1C(=O)c3c(C(=O)O)cccc3C1CC2(C)C (stereo not drawn)	17	4	0.11	-15	-7	3%	0.48	1.1	0.9
43	C/C(N)=C(/C#N)C(=O)CSc1nnnn1-c1ccc(C)cc1C	14	-8	0.56	-22	-32	4%	0.68	1.1	0.9
44	Cn1c(SCc2cccnc2)nc2cccnc21	-4	5	-0.0014	4	10	5%	0.3	1.1	0.9
45	CC(=O)NCC(=O)OCC(=O)c1ccc(C)c(C)c1	-20	4	0.44	-1	0	7%	0.15	1.1	0.9
46	CC(=O)Nc1cc2c(cc1C(=O)c1ccccc1)OCCO2	1	7	-1.2	-12	-15	1%	-0.31	1	0.9
47	COc1ccc(Nc2nc(N)nc(CN3CCOCC3)n2)cc1	15	0	0.52	6	5	7%	0.14	1.1	0.9
48	CCn1c(=O)c(C(=O)Nc2nc3ccccc3[nH]2)c(O)c2ccccc21	6	-4	-0.18	-37	-18	13%	0.02	2.4*	0.9
49	CC(C)CCNC(=O)CN(Cc1ccc2c(c1)OCO2)C(=O)CCC(=O)Nc1ccccn1	2	11	1.1	9	-15	4%	-0.12	1	0.9
50	COc1cc(C(=O)N2CCN(C(=O)c3ccccc3)CC2)cc(OC)c1OC	-16	10	-0.069	0	-12	3%	-0.028	1.1	0.9
51	Cc1ccc(OCC(=O)Nc2cccc(C)n2)c(C)c1	-1	0	-0.018	2	-4	1%	-0.76	0.99	0.9
52	O=C(C1COc2ccccc2O1)N1CCOCC1 (stereo not drawn)	-20	4	-0.52	6	-14	1%	0.55	1.2	0.9
53	COCCN(C(=O)CCC(=O)Nc1cccnc1)C(C(=O)NC1CCCCC1)c1ccccc1 (stereo not drawn)	-1	6	0.38	-3	-7	5%	-1	1.1	1
54	COc1ccc(C(=O)COC(=O)Cn2nnc3ccccc32)cc1Br	-8	-4	x	-3	-5	3%	x	1.2	1
55	C=CCNc1nc(NCCN2CCOCC2)nc(N2CCOCC2)n1	-8	6	-0.47	-2	-7	3%	0.00016	1.1	1
56	NC(=O)C1CCN(C(=O)C23CC4CC(CC(C4)C2)C3)CC1	-9	-4	0.0012	-1	-7	6%	-0.18	1.1	1
57	CC(C)NC(=O)NC1C2CC3CC(C2)CC1C3 (stereo not drawn)	-8	1	-0.55	-2	-12	7%	0.44	1	0.9
58	CC1CCC(NC(=O)Cn2ncc3ccccc32)CC1 (stereo not drawn)	-12	15	0.6	52*	34	2%	-0.67	0.98	0.8
59	CCOC(=O)C(CC)n1cnc2c(nnn2-c2ccc(C)cc2)c1=O (stereo not drawn)	4	-1	6.4*	9	0	8%	0.53	1	1
60	CCN(CC)CC(=O)n1c2c(c3ccccc31)CCCC2	-2	4	0.8	-10	-6	7%	0.00065	1.1	0.9

entry	molecule	tolC growth inh	E coli RNAP	M1 ag	SF-1 act	RORa activator	NADH coupling	M1 antagonist	Autofluor 339	TNAP act DEA
61	COc1ccc(S(=O)(=O)N2CCC(O)(c3ccc4c(c3)OCO4)CC2)cc1	-2	x	-0.49	18	-4	0%	-0.0044	1.1	0.9
62	CCO/C=C1/C(=O)N(CC)c2ccccc21	10	8	-0.66	4	-12	8%	-1.1	1.1	0.9
63	COc1cccc(Nc2ncccc2C(=O)NCc2ccccc2)c1	60	3	3.8*	6	4	13%	0.59	1.2	0.8
64	O=C(c1ccc(-c2ccccc2)cc1)N1CCN(c2ncccn2)CC1	-3	1	0.39	-9	12	5%	0.25	1.1	0.9
65	O=C(c1ccc(CS(=O)(=O)c2ccc(Br)cc2)o1)N1CCCC1	-1	5	-0.68	3	6	5%	0.078	1.1	1
66	NC(=O)C1(N2CCCCC2)CCN(c2nc(-c3ccccc3)cs2)CC1	19	5	0.27	-20	10	2%	0.91	1.1	1
67	CCN(CCO)Cc1cc(=O)oc2c(C)c(C)ccc12	13	0	0.084	8	-9	1%	0.49	1.2	1
68	O=C(COc1ccc2ccccc2c1)N1CCN(c2ccccc2O)CC1	10	-9	-0.24	-1	16	0%	-0.28	1.1	0.9
69	COCCOC(=O)C1=C(C)OC(N)=C(C#N)C1c1ccco1 (stereo not drawn)	2	5	-0.47	2	-18	1%	1	1	0.7
